# Compound activity as filed in PubChem BioAssay.
# LMPTP block: LMPTP (human) inhibition; P24666; AID 651560; actives 0.22% (n = 360,000); recombinant LMPTP-A, OMFP fluorogenic substrate, fluorescence intensity; inhibition, % at 20 µM;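 active = compounds that cut the enzyme signal by at least half of the control window in the single-dose screen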;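 also: plate controls were DMSO wells with enzyme plus substrate for no effect and substrate without enzyme for full effect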
# Target sequence (P24666 whole entry, looked up): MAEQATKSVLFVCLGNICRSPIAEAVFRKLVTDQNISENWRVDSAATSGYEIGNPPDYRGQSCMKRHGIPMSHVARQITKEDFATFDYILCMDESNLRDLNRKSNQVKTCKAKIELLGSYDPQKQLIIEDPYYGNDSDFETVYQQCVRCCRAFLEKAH
#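 Test system – LMPTP-A phosphatase enzyme · Quantity – 0.625 nM LMPTP-A final · Reagent – OMFP substrate, 400 µM final · Dosing – one test concentration per compound, 20 µM, with 3% DMSO overall · Timing – 50 min enzyme reaction at room temperature, protected from light · Detection – fluorescence intensity · Controls – substrate-only low control, DMSO enzyme-plus-substrate high control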
# TbMetRS inhib: Trypanosoma brucei MetRS inhibition; purified T. brucei MetRS, ATP depletion, Kinase-Glo luminescence; inhibition, % at 11.9 µM; actives 0.4% (n = 360,000); AID 624268;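 active = inhibition above a per-plate cutoff of the control wells' mean inhibition plus 3 SD, cut at about 5.5% in these data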;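 also: 0% = DMSO wells median and 100% = median of wells with control inhibitor compound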
#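 technique = Kinase-Glo luminescence, ATP depletion format | system = purified MetRS (methionyl-tRNA synthetase) enzyme from Trypanosoma brucei | timing = 15 min preincubation, 2 h reaction, all 25 °C | evaluation = percent inhibition versus plate control medians | dosing = single dose, 11.9 µM final nominal, 0.9% final DMSO | also added = substrates ATP, L-methionine and bulk Escherichia coli tRNA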
# Rpn11 block: Rpn11 (human) deubiquitinase inhibition; actives 0.59% (n = 360,000); AID 588493; calls only at 20 µM; human 26S proteasome, Ub4-pepOG fluorescence polarization; 20S core pre-blocked with epoxomicin;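 active = inhibition at 20 µM, scaled to each plate's controls, above about 33%, limit read from the data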
# Target sequence (O00487 whole entry, looked up): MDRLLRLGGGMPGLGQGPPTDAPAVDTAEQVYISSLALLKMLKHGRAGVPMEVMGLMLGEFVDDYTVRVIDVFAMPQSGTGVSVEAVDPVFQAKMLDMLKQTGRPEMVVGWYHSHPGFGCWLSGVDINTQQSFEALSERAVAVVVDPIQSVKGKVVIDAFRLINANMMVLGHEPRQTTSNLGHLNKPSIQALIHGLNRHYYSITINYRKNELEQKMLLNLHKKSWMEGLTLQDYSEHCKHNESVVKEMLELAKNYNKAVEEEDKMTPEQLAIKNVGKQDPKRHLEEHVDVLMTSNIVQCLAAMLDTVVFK
# NadD inh: blocks S. aureus nicotinate mononucleotide adenylyltransferase; inhibition, % at 20 µM; purified NadD enzyme, colorimetric absorbance read-out; actives 0.78% (n = 360,000); in the data active = inhibition above about 26%; also: some compounds past the cut are filed as inactive
# DNMT1 block: DNMT1 (human) enzyme inhibition; P26358; DNMT1 molecular beacon, Hinp1I cleavage, fluorescence; inhibition (reported as % activation of signal), % at 10 µM; actives 0.83% (n = 360,000); in the data active = inhibition above about 50%
# STEP block: inhibitors of human striatal-enriched phosphatase STEP; P54829; recombinant STEP, OMFP fluorogenic substrate, fluorescence; actives 0.25% (n = 360,000); inhibition, % at 20 µM;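 active = inhibition at 20 µM, scaled per plate between control wells, above about 37%, limit read from the data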;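 also: 0% = DMSO with enzyme and substrate and 100% = substrate only without enzyme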
#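 Assay system: isolated STEP enzyme / Timing: 20 min at room temperature, dark / Doses: 20 µM, 1% DMSO / Technique: fluorescence intensity, excitation 480 nm, emission 540 nm / Reagent: fluorogenic phosphatase substrate OMFP at 25 µM final / Measure: percent inhibition scaled to no-enzyme and uninhibited-enzyme controls, plate-pattern corrected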
# CSN inh: CSN deneddylation inhibition. Q92905. Purified CSN, SCF-Nedd8-OG deneddylation, fluorescence polarization. inhibition, % at 12.5 µM. actives 0.38% (n = 360,000). AID 651999;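 active = pattern-corrected inhibition above about 35%, with an unprinted fluorescence ratio check between 0.5 and 1.5, limit read from the data, passing the limit was not always enough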;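 also: 0% = enzyme with substrate and 100% = substrate without enzyme; some results filed as inactive read as strong as hits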
#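 Schedule: reaction 90 min, room temperature / Assay system: HEK293T-derived human Csn5 enzyme / Input: Csn5 at 0.24 nM final / Measure: inhibition of Csn5 cleavage, % / Control set: substrate-only high control, full reaction low control / Technique: fluorescence polarization of the substrate / Buffer or medium: Tris/NaCl/DTT buffer, pH 7.5 / Reagent: SCFSkp2-Nedd8OG substrate at 10 nM final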
# PABP1 MLLE inh: blocks PAM2 peptide binding to the PABP1 MLLE domain. P11940. inhibition, % at 20 µM. actives 0.36% (n = 360,000). AID 588489. GST-MLLE / FITC-PAM2 fluorescence polarization; in the data active = inhibition above about 35%, passing the limit was not always enough;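 also: plate controls were DMSO wells with GST-MLLE for no effect and wells lacking GST-MLLE protein for full effect; some results filed as inactive read as strong as hits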
# Scp1 inh: blocks human Scp-1 phosphatase activity; Recombinant Scp1, phosphopeptide, malachite green phosphate absorbance; Q9GZU7; inhibition, % at 20 µM; AID 493091; actives 0.88% (n = 340,000);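 active = inhibition above about 50% at 20 µM, limit read from the data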;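 also: plate controls were DMSO wells with enzyme for no effect and wells lacking enzyme for full effect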
# Target sequence (Q9GZU7 76-261 limits assumed): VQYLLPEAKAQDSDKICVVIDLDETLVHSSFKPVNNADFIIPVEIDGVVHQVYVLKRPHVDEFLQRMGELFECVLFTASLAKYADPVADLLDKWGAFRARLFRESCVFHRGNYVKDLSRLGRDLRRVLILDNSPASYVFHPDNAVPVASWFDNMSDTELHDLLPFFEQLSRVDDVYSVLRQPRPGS
#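 Incubation: 45 min enzyme reaction at room temperature / System: truncated SCP-1 phosphatase (76-261aa) / Reagent: Phospho 17-mer peptide substrate / Buffer or medium: Acidic Tris acetate buffer with magnesium and detergent / Signal: absorbance at 630 nm / Doses: one concentration, 20 µM, with 1.0% DMSO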
# SUMO1 PPI mod: alters human SUMO1 binding to SIM partners | P63165 | actives 0.33% (n = 360,000) | SUMO1 binding to a labelled peptide, TR-FRET, 1 h | AID 602429 | inhibition, % at 20 µM; in the data active = inhibition above about 37%
# Target sequence (P63165 whole entry, looked up): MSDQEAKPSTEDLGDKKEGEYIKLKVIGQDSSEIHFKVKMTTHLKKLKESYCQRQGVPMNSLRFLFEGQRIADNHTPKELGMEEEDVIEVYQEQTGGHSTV
# * marks the source's active call; other numbers are inactive results; i = inactive; · = not tested or not shown.
SMILES,LMPTP block,TbMetRS inhib,Rpn11 block,NadD inh,DNMT1 block,STEP block,CSN inh,PABP1 MLLE inh,Scp1 inh,SUMO1 PPI mod
Cc1ccc(C)c(NC(=O)CCN2CCN(c3ccccc3F)CC2)c1,-1.7,-0.6,i,-12,0,-1,-1,16,21,0
CCCNC(=O)c1cc(-c2ccc3c(c2)OCO3)on1,-0.4,-0.3,i,-4,1,0,0,-1,-5,-1
COc1ccc(S(=O)(=O)N2CCC(C(=O)N[C@H](C(=O)NCc3ccccc3)C(C)C)CC2)cc1,-1.1,0.8,i,0,0,-2,-2,4,·,-2
CSCCC(N=C(NS(=O)(=O)c1ccccc1)c1ccccc1)C(=O)O (stereo not drawn),-0.3,0.1,i,-2,2,-1,-2,-13,-9,-1
CCC[n+]1c2ccccc2cc2ccccc21,1.1,-1.0,i,8,3,0,3,-79,55*,-10
COc1nnc(-c2ccccc2)s1,-1.3,-1.2,i,-3,5,-6,-3,39*,0,2
Cc1cc(OCC(=O)O)c2cccc(C)c2n1,-0.7,-0.1,i,-4,3,-6,-4,-2,-3,1
Cc1ccc(C(c2nc3ccccc3[nH]2)n2c(-c3ccccc3)nc3ccccc32)cc1 (stereo not drawn),1.4,0.1,i,5,-10,2,33,27,·,-2
COc1ccc(S(=O)(=O)Nc2ccccc2C)cc1,0.4,-1.2,i,-3,2,0,3,2,3,-1
Cc1ccc(Cl)cc1NC(=O)C1CCCN(c2cnccn2)C1 (stereo not drawn),-0.2,0.3,i,-1,0,2,0,6,-5,-1
Cc1nn(-c2ccccc2)c(N2CCCC2)c1/C=N/NC(=S)Nc1ccc(F)cc1,0.4,-1.0,i,15,-3,-2,4,17,3,2
COc1ccc(C)cc1NS(=O)(=O)c1ccc2c(c1)CCN2C(C)=O,0.3,-0.2,i,-7,1,0,4,-3,-7,5
Cc1ccc(C(=O)CC(C(=O)O)n2ccc(C)n2)cc1 (stereo not drawn),-0.4,-0.2,i,2,4,-1,-3,-2,-3,-2
COc1ccc(NC(=O)c2csc3c2CCCC3)cc1,0.6,0.2,i,-10,-2,1,5,-4,-8,-2
CCN(CC)S(=O)(=O)c1c(OC)cc(C)c(Cl)c1C,1.8,-1.0,i,-7,3,-1,-4,14,4,5
O=C(N1CCCCC1)N1CCN(S(=O)(=O)c2ccc(Cl)cc2)CC1,0.7,-0.6,i,-11,-1,3,3,1,-9,-2
O=C(CSc1ncnc2c1cnn2-c1ccccc1)Nc1ccc2c(c1)OCO2,0.3,-0.4,i,-10,3,-3,0,-2,-4,1
Cc1ccc(NC2=NC(c3ccc(F)cc3)n3c(nc(C)cc3=O)N2)cc1 (stereo not drawn),-0.6,4.7,i,-4,-3,0,-2,-4,-4,3
C/C(CC(=O)Nc1cccc2c1CCCC2)=N\NC(=O)c1cccc2ccccc12,-0.4,0.2,i,0,-4,4,1,0,-10,-5
O=C1c2ccccc2C(=O)N1Cc1cc(-c2ccccc2Cl)no1,-0.3,-1.2,i,-4,3,-10,2,7,-5,-7
Cc1ccc(C)c(N2CCN(C(=O)c3csc4ccccc34)CC2)c1,2.6,-0.7,i,-4,-1,0,0,7,-1,0
Cc1ccc(S(=O)(=O)CCC(=O)Nc2cccc([N+](=O)[O-])c2)cc1,-2.1,1.1,i,2,0,1,4,6,-4,-18
O=C(Cn1cnc2c(cnn2-c2ccccc2)c1=O)Nc1cc(S(=O)(=O)N2CCOCC2)ccc1Cl,-0.8,-0.1,i,3,-7,0,-1,0,-8,4
CCCCCCCCCCn1ccc(=N)cc1,0.1,1.6,i,-4,-1,1,0,3,7,3
COc1cccc(CNC(=O)CCn2c(=O)c3cccn3c3cccnc32)c1,-1.3,-0.3,i,-5,0,-1,2,1,-6,5

# Part of the list above, reduced to NadD inh and PABP1 MLLE inh.
Molecule,NadD inh,PABP1 MLLE inh
O=C1c2ccccc2C(=O)N1Cc1cc(-c2ccccc2Cl)no1,-4,7
Cc1ccc(C(c2nc3ccccc3[nH]2)n2c(-c3ccccc3)nc3ccccc32)cc1 (stereo not drawn),5,27
CCCNC(=O)c1cc(-c2ccc3c(c2)OCO3)on1,-4,-1
Cc1nn(-c2ccccc2)c(N2CCCC2)c1/C=N/NC(=S)Nc1ccc(F)cc1,15,17

# The results go on.
SMILES,LMPTP block,TbMetRS inhib,Rpn11 block,NadD inh,DNMT1 block,STEP block,CSN inh,PABP1 MLLE inh,Scp1 inh,SUMO1 PPI mod
CCOC(=O)c1ccc(CN2CCCC(C)(C(=O)NCCOC)C2)cc1 (stereo not drawn),-2.4,-0.2,i,4,1,-1,-5,2,·,0
COc1ccccc1-c1nn(-c2ccccc2)cc1C(=O)N1CCN(C(=O)c2ccco2)CC1,-0.5,0.2,i,-2,2,0,-6,3,2,5
COc1cc(C)c(CN2CCSCC2)cc1C,0.0,0.8,i,2,1,-2,1,16,-5,-1
COc1cccc(-n2cc(CNCc3c(C(=O)N(C)C)nc4ccc(Cl)cn34)cn2)c1,-0.3,-0.1,i,-6,-5,-3,-7,-6,-9,-2
CCOc1ccc(NC(=S)NNc2ccnc3cc(Cl)ccc23)cc1,5.6,-0.7,i,14,-25,6,7,1,-7,-5
C[C@@H]1C[C@@H]2OC(=O)[C@]3(C)[C@H]2[C@@H](OC3(C)O)[C@]2(C)C(=O)C=C[C@H]12 (stereo partly drawn),-2.4,-0.2,i,-2,1,-2,28,-3,-2,5
Cc1ccc(NC(=O)C/C(N)=N/OC(=O)Nc2ccc(C)c(Cl)c2)cc1,-0.5,-0.5,i,1,2,5,0,10,-8,3
N#CC(C#N)=C1C=CC=CN1/C(=C\c1ccco1)C(=O)c1ccc(Br)cc1,0.2,0.9,i,-5,4,-2,-1,-10,-12,-5
O=C(NCCS(=O)(=O)NC1CCCC1)c1ccc(F)cc1,-1.2,-0.1,i,-1,0,-3,-5,7,-7,4
C=CCN1C(=O)c2ccc(C(=O)N(C)CC(=O)Nc3ccccc3Cl)cc2C1=O,-0.3,0.3,i,-3,0,2,1,13,-1,-21
NS(=O)(=O)c1ccc(CCNC(=O)CNCCc2ccc(C(F)(F)F)cc2)cc1,-1.5,-1.5,i,-1,-1,1,0,-5,2,-1
CCOC(=O)C1CCN(C(=O)c2ccccc2NS(=O)(=O)c2ccc(F)cc2)CC1,-1.4,-0.4,i,-2,2,-1,3,12,-2,-1
CCCCNC(=O)C(=O)NCc1ccncc1,-0.1,-0.1,i,6,0,-1,2,-3,-13,7
CCCCC[C@@H]1C=C(C(=O)O)[C@H](c2ccc(Cl)c(Cl)c2)N1S(=O)(=O)c1ccc(C)cc1,3.0,0.8,i,22,16,1,15,2,-17,28
COc1cc(-c2nc3ccc4ccccc4c3c3c2CCC3)cc(OC)c1O,4.9,-0.7,i,17,-25,-1,-4,11,9,24
CCn1ccnc1CNC(=O)C1CCC(=O)N(Cc2ccccc2F)C1 (stereo not drawn),-1.3,-0.4,i,-6,-1,-4,4,7,-2,5
COc1ccc(CNC(=O)N2CCN(c3cccc(Cl)c3)CC2)cc1OC,-0.6,-0.4,i,0,-2,-1,2,10,-5,4
O=C(CC1S/C(=N/N=C/c2cccs2)NC1=O)Nc1ccc(Cl)c(Cl)c1 (stereo not drawn),1.1,-1.3,i,8,-15,-3,-1,12,-8,0
Cc1c(CN2CCC(n3nccc3NC(=O)C3CC3)CC2)[nH]c2ccccc12,-0.7,-0.3,i,-11,-2,1,-1,-13,16,-4
O=C1CCCN1CCC1CCN(C(=O)Nc2ccccc2)CC1,-0.4,0.2,i,-6,3,-2,2,-5,-3,-3
CCN(C(=O)N1CCOCC1)c1ccccc1C,-0.1,-1.5,i,5,0,2,2,-20,-7,2
O=C1C(=O)N(CCCn2ccnc2)C(c2ccc(Br)cc2)/C1=C(\O)c1ccc2c(c1)OCCO2 (stereo not drawn),3.0,-0.9,i,7,0,3,3,13,7,-9
Cc1ccc(S(=O)(=O)N2C[C@H]3N(C(=O)OC(C)C)N(C(=O)OC(C)C)C[C@H](OC(=O)NC4CC4)[C@@]3(O)C2)cc1,-1.4,-0.9,i,6,2,2,2,1,·,2

# Single entries from the results shown:
# Reading for CCN(C(=O)N1CCOCC1)c1ccccc1C under TbMetRS inhib: -1.5
# Reading for CCOC(=O)c1ccc(CN2CCCC(C)(C(=O)NCCOC)C2)cc1 (stereo not drawn) under SUMO1 PPI mod: 0
# Reading for COc1cccc(-n2cc(CNCc3c(C(=O)N(C)C)nc4ccc(Cl)cn34)cn2)c1 under PABP1 MLLE inh: -6

# Rows were taken by chance (roughly 3.6% active in at least one column).
